Compound activity from PubChem BioAssay.
A3G deaminase: inhibitors of human APOBEC3G DNA deaminase; recombinant A3G, ssDNA deamination FAM/TAMRA fluorescence; 330,000 compounds, 0.28% hits; inhibition, % at 20 µM; Q9HC16;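 active = inhibition of at least 40% at 20 µM, with no more than 30% in the related APOBEC3A deaminase screen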;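 also: plate controls were DMSO wells with A3G for no effect and wells lacking A3G enzyme for full effect; some compounds called inactive have numbers as strong as hits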
tim10-1 inh: inhibits growth of tim10-1 mutant yeast | S. cerevisiae tim10-1 ts strain growth, BacTiter-Glo, 24 h | inhibition, % at 20 µM | 330,000 compounds, 2.2% hits;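 active = inhibition of at least 40%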;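 also: mutant grown at 25 °C; 0% = DMSO wells with yeast and 100% = wells holding no yeast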
beta cell repl: induces beta-cell replication in MIN6 cells | MIN6 cells proliferation, ATPlite luminescence, 48 h; cells starved in 0.2% serum; 100% = growth in 10% serum | proliferation, % at 10 µM | 330,000 compounds, 0.29% hits | AID 2380;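 active = compounds whose signal lies at least 3.5 SD above the mean of all wells on their plate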;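 also: 0% = DMSO-treated cells in low-serum medium and 100% = 10% serum control; some compounds called inactive have numbers as strong as hits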
mIAP block: mouse IAP inhibition; purified mouse IAP, CDP-Star luminescence, 30 min; inhibition, % at 10 µM; 330,000 compounds, 0.2% hits; AID 2806;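 active = inhibition of at least 40% at 10 µM in the primary screen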;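 also: plate controls were DMSO with enzyme for no effect and no enzyme wells for full effect; values of inactives mirror those of a sister screen read the other way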
hIAP block: blocks human intestinal alkaline phosphatase | P09923 | purified IAP, CDP-Star luminescence, 30 min | inhibition, % at 10 µM | 330,000 compounds, 0.12% hits | AID 2544;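 active = inhibition reaching a set limit with compound at 10 µM in the primary screen, cut at about 35% in these data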;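 also: plate controls were DMSO wells with enzyme for no effect and no-enzyme buffer wells for full effect; values of inactives mirror those of a sister screen read the other way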
Target sequence (P09923 whole entry, looked up): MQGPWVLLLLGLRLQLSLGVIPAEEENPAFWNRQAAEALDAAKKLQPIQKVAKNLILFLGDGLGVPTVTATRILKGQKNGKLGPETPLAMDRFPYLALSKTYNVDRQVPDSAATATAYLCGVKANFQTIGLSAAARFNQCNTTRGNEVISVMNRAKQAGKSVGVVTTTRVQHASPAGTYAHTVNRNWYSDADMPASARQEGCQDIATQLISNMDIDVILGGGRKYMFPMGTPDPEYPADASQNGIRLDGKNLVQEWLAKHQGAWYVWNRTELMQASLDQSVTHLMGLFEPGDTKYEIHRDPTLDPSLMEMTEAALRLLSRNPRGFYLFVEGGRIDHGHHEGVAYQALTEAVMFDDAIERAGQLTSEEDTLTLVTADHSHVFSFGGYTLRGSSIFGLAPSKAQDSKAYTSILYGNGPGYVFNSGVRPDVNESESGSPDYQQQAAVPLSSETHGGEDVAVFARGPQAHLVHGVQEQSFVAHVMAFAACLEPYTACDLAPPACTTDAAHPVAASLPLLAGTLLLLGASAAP
APOBEC3A inh: inhibitors of human APOBEC3A DNA deaminase. P31941. recombinant A3A, FAM/TAMRA ssDNA deamination fluorescence. inhibition, % at 20 µM. 330,000 compounds, 0.41% hits. AID 493011;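 active = at least 40% inhibition at 20 µM here, with at most 30% in a related deaminase screen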;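 also: plate controls were A3A with DMSO for no effect and wells lacking A3A enzyme for full effect; some results filed as inactive read as strong as hits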
Target sequence (P31941 whole entry, looked up): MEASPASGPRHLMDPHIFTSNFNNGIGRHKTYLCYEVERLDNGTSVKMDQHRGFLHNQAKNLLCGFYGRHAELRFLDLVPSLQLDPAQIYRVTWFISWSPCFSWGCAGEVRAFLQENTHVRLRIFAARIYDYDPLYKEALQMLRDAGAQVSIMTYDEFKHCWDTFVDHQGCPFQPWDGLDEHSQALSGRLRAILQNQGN
TIM10 inh: TIM10 yeast growth inhibition | inhibition, % at 10 µM | S. cerevisiae TIM10 strain growth, BacTiter-Glo luminescence, 24 h | 330,000 compounds, 1.4% hits;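 active = inhibition of 40% or more at the single tested concentration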;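 also: wild-type TIM10 isogenic control strain grown at permissive 25 °C; 0% = DMSO yeast wells and 100% = minimal medium wells without yeast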
mIAP activ: mouse IAP activation | muIAP, CDP-Star luminescence, 30 min; stronger effect = higher value; 1 = vehicle-only enzyme signal, 0 = enzyme-free wells | activation factor at 10 µM | 330,000 compounds, 0.24% hits;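 active = activation factor of at least 2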; also: the source names both 10 and 20 µM as test concentration; values of inactives mirror those of a sister screen read the other way
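System: Mouse IAP enzyme | Also added: CDP-Star substrate | Dosing: Compounds dispensed in DMSO | Schedule: 30 min enzyme-substrate-compound incubation at room temperature | Technique: Chemiluminescence readout | Control set: DMSO-only wells and no-enzyme negative control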
NLRP3 yeast inh: inhibitors of NALP3 inflammasome in yeast; 330,000 compounds, 0.39% hits; inhibition, % at 10 µM; Yeast reconstituted NLRP3/ASC/caspase-1, beta-gal luminescence, 24 h;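 active = inhibition of 50% or more; inactive = inhibition below 50%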;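 also: plate controls were induced DMSO wells for no effect and uninduced yeast grown without galactose for full effect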
Starred values were filed as active, the others as inactive.

(1) CCn1cc(S(=O)(=O)c2ccccc2)c(=O)c2cc(F)c(N3CCN(C)CC3)cc21
(2) O=C(NCCC1CC1(Cl)Cl)c1ccc([N+](=O)[O-])cc1 (stereo not drawn)
(3) Cc1[nH]c(C)c(S(=O)(=O)NCC(C)c2ccccc2)c1C(=O)N1CCCCC1 (stereo not drawn)
(4) O=C(CSc1nc2ccccc2s1)NCCCN1CCOCC1
(5) Cc1cc(C)cc(N2CCCn3c2nc2c3c(=O)[nH]c(=O)n2C)c1
(6) Cc1occc1-c1nnc(SCC(=O)Nc2ccccc2)n1C(C)c1ccccc1 (stereo not drawn)
(7) Cc1ccc(C(=O)N2c3ccccc3CC2C)o1 (stereo not drawn)
(8) CCOC(=O)C1CCN(c2c(NCc3ccc(C(=O)NCCC(C)C)cc3)c(=O)c2=O)CC1
assay / compound	1	2	3	4	5	6	7	8
A3G deaminase	-4	-6	-1	-3	-12	1	-8	0
tim10-1 inh	22	-22	-3	2	-10	31	5	6
beta cell repl	-1	-2	-1	-1	-4	-1	-1	0
mIAP block	5	4	-2	3	9	-16	-1	-3
hIAP block	23	1	-35	3	6	12	-5	6
APOBEC3A inh	0	-2	-2	-1	-7	2	-7	5
TIM10 inh	15	-11	-7	-2	-1	5	-6	-5
mIAP activ	0.95	0.96	1	0.97	0.91	1.2	1	1
NLRP3 yeast inh	3	23	25	15	5	20	44	13

(9) COc1ccc(CCNC(=O)c2ccccc2-c2ccccc2C(=O)O)cc1OC
(10) CCOc1ccc2[nH]c3nc(SCC(=O)NC4CC4)nnc3c2c1
(11) CCc1cccc2c1Sc1ccccc1CC2N1CCNCC1 (stereo not drawn)
(12) COc1ccccc1Nc1nnc(SCc2nnc(-c3cc(OC)c(OC)c(OC)c3)o2)s1
(13) O=C1NC(=O)/C(=C\c2ccc(OCc3cccc(C(=O)O)c3)c(Cl)c2)N1
(14) Cc1cc(C)nc(NC(=O)c2ccc(C)c([N+](=O)[O-])c2)n1
(15) Cc1nnc(SCC(=O)N2N=C(c3ccc(Cl)cc3)CC2c2ccco2)[nH]c1=O (stereo not drawn)
(16) COCCn1c(=N)c(C(=O)NCCc2ccccc2)cc2c(=O)n3cccc(C)c3nc21
assay / compound	9	10	11	12	13	14	15	16
A3G deaminase	-8	-1	0	-8	0	-7	13	1
tim10-1 inh	4	-9	25	32	8	19	14	24
beta cell repl	0	0	-4	0	-1	-3	-2	-2
mIAP block	5	13	3	-3	-3	1	14	-1
hIAP block	-4	-9	-18	7	10	-3	6	8
APOBEC3A inh	-6	5	1	-7	1	-3	50*	5
TIM10 inh	-17	1	20	6	14	-15	5	3
mIAP activ	0.95	0.87	0.97	1	1	0.99	0.86	1
NLRP3 yeast inh	-2	21	25	-1	10	18	9	18

(17) C[C@@H]1O[C@@H](OCCC(=O)O)[C@H](O)C[C@H]1O
(18) CCOC(=O)Nc1ccc2c(c1)N(C(=O)CN1CCN(C)CC1)c1ccccc1S2
(19) Cc1cccc(N(Cc2ccccc2)C(=O)c2cc(S(=O)(=O)N3CCOCC3)ccc2F)c1
(20) C=CCSc1nncn1/N=C/c1ccc(OC)cc1
(21) N#CC1=C(N)Oc2c(ccc3cccnc23)C1c1ccccc1 (stereo not drawn)
(22) Cc1cc(=O)[nH]c(SCC(=O)NCc2ccc3c(c2)OCO3)n1
(23) Cc1cc(C(F)(F)F)n2nc(-c3cccs3)cc2n1
(24) COc1ccccc1C(=O)Nc1ccnn1C1CCN(Cc2cn(C)c3ccccc23)CC1
assay / compound	17	18	19	20	21	22	23	24
A3G deaminase	4	-4	3	-1	-6	-10	2	-6
tim10-1 inh	-15	8	32	27	2	-32	-10	10
beta cell repl	-2	-4	-6	-2	-8	2	1	-8
mIAP block	2	-3	3	9	2	4	1	1
hIAP block	-2	-23	1	-10	3	0	-28	-22
APOBEC3A inh	0	-7	4	-1	0	-4	11	-3
TIM10 inh	-4	16	15	12	-18	2	12	0
mIAP activ	0.98	1	0.97	0.91	0.98	0.96	0.99	0.99
NLRP3 yeast inh	8	0	3	5	13	-9	11	17

(25) Cc1cc(OCCCn2ccnc2)ccc1C(C)C
(26) Nc1ccc(CC2SC(=O)NC2=O)cc1 (stereo not drawn)
(27) Cn1c(NC(=O)c2ccccc2NC(=O)C(C)(C)C)nc2ccccc21
(28) CCOC(=O)C1(Cc2cccc(OC)c2)CCCN(C(=O)c2cc(CC(C)C)[nH]n2)C1 (stereo not drawn)
(29) Nc1nc(NCc2ccco2)nc(Nc2cccc(F)c2)c1[N+](=O)[O-]
(30) COC(=O)c1ccc(-n2nnnc2SCc2nn[nH]n2)cc1
(31) CCOC(=O)/C(C#N)=C/c1c(N2CCCCCC2)nc2ccccn2c1=O
(32) O=C(CCn1c(=O)oc2ccccc21)Nc1ccccc1
assay / compound	25	26	27	28	29	30	31	32
A3G deaminase	-9	-5	18	-9	-9	-1	5	0
tim10-1 inh	14	14	35	19	9	3	34	23
beta cell repl	0	0	-3	-2	0	1	4	-3
mIAP block	4	-2	15	2	-5	-2	0	-4
hIAP block	-6	-5	-36	-49	-31	15	11	-12
APOBEC3A inh	-8	-3	3	-2	-5	0	1	-1
TIM10 inh	17	-12	24	3	-1	6	4	7
mIAP activ	0.96	1	0.85	0.98	1.1	1	1	1
NLRP3 yeast inh	28	6	14	4	11	-1	26	-11

(33) COc1cccc(CN2CC(C(=O)NCCC3=CCCCC3)CCC2=O)c1 (stereo not drawn)
(34) COc1ccc(Nc2c(-c3ccco3)nc3ccc(C)cn23)cc1
(35) COc1cccc(NC(=O)COC(=O)CNC(=O)C2CCCCC2)c1
(36) C/C(=N\NC(=O)Cc1ccccc1[N+](=O)[O-])c1cccnc1
(37) O=C1CC2(CCN(C(=O)c3ccc([N+](=O)[O-])cc3)CC2)Oc2ccccc21
(38) CCOC(=O)c1[nH]c(C)c(C(=O)N2CCOCC2)c1C
(39) Cc1ccc2nc(-c3ccc(NC(=O)CCS(=O)(=O)c4ccccc4)cc3)sc2c1
(40) O=C(COC(=O)c1n[nH]c2ccccc12)NCCc1ccc(Cl)cc1
assay / compound	33	34	35	36	37	38	39	40
A3G deaminase	-8	-3	-10	12	4	5	-5	0
tim10-1 inh	8	10	12	12	12	1	23	7
beta cell repl	-3	-1	2	-2	-1	2	-3	-2
mIAP block	-9	-14	-2	-5	-9	4	1	3
hIAP block	-27	-15	17	-20	12	-6	-8	-16
APOBEC3A inh	-6	1	-6	4	2	2	0	0
TIM10 inh	3	16	5	-7	2	-4	26	-4
mIAP activ	1.1	1.1	1	1.1	1.1	0.96	0.99	0.97
NLRP3 yeast inh	4	-11	17	14	19	-1	8	17

Five compounds out of the list, arranged by molecular weight, smallest number first:
(38) CCOC(=O)c1[nH]c(C)c(C(=O)N2CCOCC2)c1C
(35) COc1cccc(NC(=O)COC(=O)CNC(=O)C2CCCCC2)c1
(40) O=C(COC(=O)c1n[nH]c2ccccc12)NCCc1ccc(Cl)cc1
(33) COc1cccc(CN2CC(C(=O)NCCC3=CCCCC3)CCC2=O)c1 (stereo not drawn)
(39) Cc1ccc2nc(-c3ccc(NC(=O)CCS(=O)(=O)c4ccccc4)cc3)sc2c1
assay / compound	38	35	40	33	39
A3G deaminase	5	-10	0	-8	-5
tim10-1 inh	1	12	7	8	23
beta cell repl	2	2	-2	-3	-3
mIAP block	4	-2	3	-9	1
hIAP block	-6	17	-16	-27	-8
APOBEC3A inh	2	-6	0	-6	0
TIM10 inh	-4	5	-4	3	26
mIAP activ	0.96	1	0.97	1.1	0.99
NLRP3 yeast inh	-1	17	17	4	8

Further compounds:
(41) Cc1cccc(OCC(O)Cn2c(=N)n(CCN3CCOCC3)c3ccccc32)c1 (stereo not drawn)
(42) O=C(Cn1[nH]c(=O)c2ccccc2c1=O)OCC(=O)c1ccc(F)c(F)c1
(43) COc1ccc(CN(C)CC(=O)Nc2c(C)cccc2C)c(OC)c1
(44) COc1ccc(Cc2nnc(NC(=O)C3CCCO3)s2)cc1 (stereo not drawn)
(45) Cc1ccc(S(=O)(=O)N(CC(=O)O)Cc2ccccc2F)cc1
(46) COc1ccc(CCNC(=O)C2CCN(C(=O)c3ccc(C(C)(C)C)cc3)CC2)cc1
(47) CCN(Cc1nc(-c2ccc(OC)cc2)no1)C(=O)c1ccoc1C
(48) CCOc1ccc(C(=O)Nc2ccc(NC(=O)c3ccco3)c(Cl)c2)cc1Br
assay / compound	41	42	43	44	45	46	47	48
A3G deaminase	2	-7	-1	-4	-6	-3	1	-2
tim10-1 inh	6	-8	17	22	10	10	1	8
beta cell repl	-1	0	1	-1	0	-2	-1	1
mIAP block	-3	12	-3	8	6	-8	-2	4
hIAP block	-10	19	1	12	-2	-2	-2	-1
APOBEC3A inh	6	-3	4	-2	-1	-1	1	1
TIM10 inh	6	0	-15	8	6	2	1	-14
mIAP activ	1	0.88	1	0.92	0.94	1.1	1	0.96
NLRP3 yeast inh	8	-2	-1	9	-3	14	11	13

(49) CCN(CC)C(=O)c1nc[nH]c1C(=O)O[C@@H](C)c1ccccc1
(50) O=C(CNC(=O)c1ccccc1)N=Nc1c(O)[nH]c2ccc(Br)cc12
(51) COc1cccc(CNC(=O)C2CCCN(S(=O)(=O)c3ccc4c(c3)C(C)(C)C(=O)N4C)C2)c1 (stereo not drawn)
(52) CC(=O)Nc1ccc(NC(=O)CN(c2ccc(C34CC5CC(CC(C5)C3)C4)cc2)S(C)(=O)=O)cc1
(53) O=C(Nc1ccc(N2CCN(C(=O)c3ccco3)CC2)cc1)c1ccc([N+](=O)[O-])cc1Cl
(54) O=P(c1ccccc1)(c1ccccc1)C(O)c1ccccn1 (stereo not drawn)
(55) COc1ccc2c(c1)cc1n2CCN=C1NCCO
(56) CC(C)c1nc(SCC(=O)N2CCCC2)c2c(=O)n(C)c(=O)n(C)c2n1
assay / compound	49	50	51	52	53	54	55	56
A3G deaminase	-3	-1	-9	-8	2	0	-3	0
tim10-1 inh	-2	2	-4	-1	6	18	1	-1
beta cell repl	4	-1	-4	0	-5	-1	1	4
mIAP block	1	2	-8	-52	8	-4	-14	0
hIAP block	-1	-58	-6	9	0	-15	-7	3
APOBEC3A inh	6	-3	0	0	-3	-1	-3	5
TIM10 inh	-1	-7	9	2	12	16	-10	-3
mIAP activ	0.99	0.98	1.1	1.5	0.92	1	1.1	1
NLRP3 yeast inh	13	22	6	1	13	1	-1	13

(57) COc1ccc(/C=N/N2CCOCC2)cc1Cn1nc(C)c([N+](=O)[O-])c1C
(58) C1CCCCCC2(CCCCC1)OCC(CN1CCOCC1)O2 (stereo not drawn)
(59) CCCCCc1nc2c(C#N)c(-c3ccc(Cl)cc3)ccn2n1
(60) c1ccc(C(NCCNC(c2ccccc2)c2ccccc2)c2ccccc2)cc1
(61) O=C(COC(=O)COc1cccc(C(F)(F)F)c1)NC1CCS(=O)(=O)C1 (stereo not drawn)
assay / compound	57	58	59	60	61
A3G deaminase	-7	-7	3	-1	-10
tim10-1 inh	17	0	10	43*	-21
beta cell repl	-2	1	-1	-5	1
mIAP block	5	-3	6	0	2
hIAP block	13	-4	0	-4	0
APOBEC3A inh	-6	1	-1	0	-2
TIM10 inh	16	16	2	19	-7
mIAP activ	0.95	1	0.94	1	0.98
NLRP3 yeast inh	4	36	9	13	12

No enrichment for hits; any-hit rate near 4.6%.
